Screening data from PubChem BioAssay.
Pin1 inhibitor: human Pin1 inhibition. Q13526. Pin1 FP peptide displacement, HiFluor488, 10 min. Potency, µM (series often up to 115 µM), for the others: at the highest dose activity, negative = inhibition, most hits filed as inhibitors. 390,000 compounds, 0.009% hits. AID 504891; active means well fitted inhibition curve with a large enough effect in the polarisation, with a control signal flat, not every such curve was filed as active; inconclusive means small, poorly fitted or top-dose-only effect, or effect the other way, or a change in a side signal; inactive means no such curve, though single readings can be large or run the other way; the % refers to the polarisation; further: potency means the concentration at half of the fitted maximal effect; on the % scale 0 is the no-effect control and ±100 the full control effect
Target sequence (Q13526 whole entry, looked up): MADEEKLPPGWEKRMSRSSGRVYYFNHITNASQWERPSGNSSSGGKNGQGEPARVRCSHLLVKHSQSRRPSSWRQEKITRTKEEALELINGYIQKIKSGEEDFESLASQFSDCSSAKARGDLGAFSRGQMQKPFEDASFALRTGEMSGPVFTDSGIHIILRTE
BAZ2B inh: inhibitors of human BAZ2B bromodomain; AID 504333; Potency, µM (top dose mostly 114 µM), inactives show at the highest dose activity change, negative = inhibition, most hits filed as inhibitors; 360,000 compounds, 4.4% hits; AlphaScreen BAZ2B-H3K14Ac peptide displacement; Q9UIF8; further: potency means the concentration at half of the fitted maximal effect; on the % scale 0 is the no-effect control and ±100 the full control effect; nearly all actives have a fitted effect of over 60% in size
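AlphaScreen luminescence quantifies BAZ2B engagement of H3K14Ac peptide; the protein and biotinylated peptide are both at 50 nM final, buffer PBS pH 7.4 with 0.01% Tween-20, all steps at room temperature.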
PGK inhibitor: blocks T. brucei phosphoglycerate kinase; P07378; Potency, µM (doses to about 57.5 µM), without a hit: top-dose activity change, negative = inhibition, actives largely listed as inhibitors; PGK/GAPDH coupled, Kinase-Glo luminescence, 60 min; 380,000 compounds, 0.043% hits; further: potency means the concentration at half of the fitted maximal effect; on the % scale 0 is the no-effect control and ±100 the full control effect; nearly all actives have a fitted effect of over 60% in size
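Luminescent ATP detection (Kinase-Glo Plus) follows a 60-minute room-temperature incubation, with wells lacking PGK as controls. Buffer: 100 mM TEA (pH 7.6), 5 mM MgCl2, 0.01% Tween-20. Coupling enzyme GAPDH (100 nM final) supplies unstable 1,3-BPG in-well.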
JMJD2A Tudor: blocks the human JMJD2A Tudor domain; AlphaScreen JMJD2A-Tudor / H3K4me3 peptide binding; Potency, µM (titrated, usually from 114 µM), inactives show at the top dose activity change, negative = inhibition, usual class: inhibitors; 390,000 compounds, 4.4% hits; AID 504339; further: potency means the concentration at half of the fitted maximal effect; on the % scale 0 is the no-effect control and ±100 the full control effect; nearly all actives have a fitted effect of over 50% in size
GLS inh: glutaminase GLS (human) inhibition | O94925 | GLS enzymatic activity, qHTS titration | Potency, µM (series often up to 45.5 µM), without a hit: at the top dose activity change, negative = inhibition, most hits filed as inhibitors | 410,000 compounds, 0.21% hits | AID 624170; further: potency means the concentration at half of the fitted maximal effect; on the % scale 0 is the no-effect control and ±100 the full control effect
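hKGA in 45 mM KH2PO4 pH 8.2, 0.02% Tween-20 with pin-transferred compounds; 1 mM L-glutamine (stock) plus glutamate oxidase/HRP/Amplex Red coupling added. Fluorescence read initially and after 30 min at RT.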
PI4K2A block: blocks human PI4K2A kinase activity | AID 1346378 | 420,000 compounds, 0.13% hits | purified PI4K2A, ADP-Glo luminescence, 1 h; active compounds read low | Q9BTU6 | activity change, negative = inhibition, % at 76.9 µM; in the data active means activity change below about -50%; inconclusive means mostly about -30% to -49%;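 further: -100% = wells without enzyme as full effect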
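PI4K2A activity was measured by ADP-Glo luminescence: enzyme (4 ug/mL stock) and phosphatidylinositol (1.2 mM stock) in Tris pH 7.5/MgCl2/EGTA/Triton X-100 buffer were reacted with ATP (300 microM stock) for one hour at ambient temperature.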
G9a inh: G9a (human) methyltransferase inhibition | Q96KQ7 | G9a H3K9 monomethylation, AlphaScreen, 2 h | Potency, µM (titrated, usually from 102 µM), inactives show top-dose activity, negative = inhibition, usual class: inhibitors | 350,000 compounds, 8.8% hits | AID 504332; further: potency means the concentration at half of the fitted maximal effect; on the % scale 0 is the no-effect control and ±100 the full control effect; nearly all actives have a fitted effect of over 75% in size
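Methyltransferase reactions run at room temperature for 2 h (20 nM enzyme, 500 nM biotin-H3K9 peptide, 20 uM SAM) after a 15 min compound preincubation; product detected by AlphaScreen beads and anti-H3K9me1 antibody.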
HP1b chromo inh: inhibitors of HP1-beta chromodomain binding to methylated histone tails | P83916 | AlphaScreen HP1-beta / biotin-H3K9me3 peptide binding | Potency, µM (highest dose often 114 µM), for inactives: top-dose activity change, negative = inhibition, actives largely listed as inhibitors | 390,000 compounds, 0.56% hits | AID 540317; further: potency means the concentration at half of the fitted maximal effect; nearly all actives have a fitted effect of over 70% in size; inactives centre near 23
Target sequence (P83916 whole entry, looked up): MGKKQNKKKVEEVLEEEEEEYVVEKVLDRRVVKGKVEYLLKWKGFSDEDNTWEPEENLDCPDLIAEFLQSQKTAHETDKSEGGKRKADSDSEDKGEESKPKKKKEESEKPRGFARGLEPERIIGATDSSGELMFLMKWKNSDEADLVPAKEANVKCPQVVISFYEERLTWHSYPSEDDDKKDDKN
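HP1-beta protein (50 nM final) preincubated 30 min at room temperature with biotinylated H3(1-18)K9me3 peptide (50 nM) in PBS pH 7.4, 0.01% Tween-20, then compound added for 30 min. AlphaScreen streptavidin donor/nickel chelate acceptor beads (10 ug/mL final), 30 min dark, luminescence read.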
Pol eta inh: inhibitors of human DNA polymerase eta | recombinant Pol eta, fluorescent DNA replication assay | 390,000 compounds, 1.2% hits | Potency, µM (highest dose often 114 µM), for inactives: at the top dose activity change, negative = inhibition, actives largely listed as inhibitors | AID 588591; further: potency means the concentration at half of the fitted maximal effect; on the % scale 0 is the no-effect control and ±100 the full control effect
Target sequence (Q9Y253 whole entry, looked up): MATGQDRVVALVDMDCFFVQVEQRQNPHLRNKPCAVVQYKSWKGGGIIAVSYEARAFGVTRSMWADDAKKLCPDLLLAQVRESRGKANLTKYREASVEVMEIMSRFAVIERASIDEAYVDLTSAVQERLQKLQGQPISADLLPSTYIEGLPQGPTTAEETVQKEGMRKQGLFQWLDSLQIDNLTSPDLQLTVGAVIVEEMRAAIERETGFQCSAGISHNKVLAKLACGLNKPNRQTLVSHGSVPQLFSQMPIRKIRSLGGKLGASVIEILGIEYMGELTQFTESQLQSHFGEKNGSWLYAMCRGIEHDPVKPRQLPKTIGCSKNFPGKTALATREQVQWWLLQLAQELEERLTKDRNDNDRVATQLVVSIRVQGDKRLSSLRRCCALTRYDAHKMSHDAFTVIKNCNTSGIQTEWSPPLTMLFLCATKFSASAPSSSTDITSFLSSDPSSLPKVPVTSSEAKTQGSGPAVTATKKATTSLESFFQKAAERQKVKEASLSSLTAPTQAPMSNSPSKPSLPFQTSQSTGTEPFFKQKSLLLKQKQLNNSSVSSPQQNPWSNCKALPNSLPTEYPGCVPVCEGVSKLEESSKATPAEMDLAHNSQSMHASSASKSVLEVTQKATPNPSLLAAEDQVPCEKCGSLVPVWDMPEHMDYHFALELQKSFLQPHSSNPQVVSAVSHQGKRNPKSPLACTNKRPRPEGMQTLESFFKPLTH
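Fluorescent replication assay: 50 nM final substrate added after a 15 min room-temperature compound preincubation with 10 nM enzyme. Signal taken at 0 min and again at 10 min.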
The depositor's hits bear a star; i = inactive; ? = inconclusive; . = no result given; & = joins results of further samples; [ ] = another dose, or the depositor's remark. Unless noted, the call rests on the fitted dose curve; in most records, active means well fitted curve in the direction sought with a large enough effect; inconclusive means small, poorly fitted or top-dose-only effect, or another doubt; inactive means no such curve, though single readings can be large; an effect the other way counts as inactive or inconclusive. An excerpt; count on the stated rates, not on these rows.

SMILES | Pin1 inhibitor | BAZ2B inh | PGK inhibitor | JMJD2A Tudor | GLS inh | PI4K2A block | G9a inh | HP1b chromo inh | Pol eta inh
Cc1ccnc(NC(c2ccccn2)c2c(C)[nH]c3ccccc23)c1 (stereo not given) | -7% | -39% | -1% | 56µM* | -2% | 3 | ? | ? | -3%
COc1cccc(OC)c1Oc1ccc(C(F)(F)F)cn1 | -2% | 3% | -8% | -6% | 4% | 7 | -1%[59 µM] | 30% | -7%
CCOc1ccccc1C(=O)Nc1cccc(-c2nc3ccccc3s2)c1 | 24% | 3% | -10% | 1% | -15% | 4 | ? | 17% | -10%
CCn1c(C)nc2cc(C(=O)OC)ccc21 | 6% | -8% | 3% | -9% | 1% | -11 | 1% | 41%[activator] | 4%
COCCOC(=O)Cn1nnc2sc(-c3ccccc3)cc2c1=O | 36%[activator] | -5% | . | -33% | -1% | -5 | 7%[59 µM] | 13% | .
COc1ccccc1/C=C/c1nc(C#N)c(N(C)C)o1 | 8%&3% | -31%&-15% | -1%&9% | 8%&-13% | 2%&0% | 8&-2 | 2% | 3%&30% | -9%&2%
CCOC(=O)c1c(C)[nH]c(C(=O)C(C)Sc2ccc(Cl)cc2)c1C (stereo not given) | 1% | -31% | 1% | -16% | 4% | -5 | -4% | 14% | ?
Cc1cccc(N2CCN(c3ncnc4onc(-c5ccc(F)cc5)c34)CC2C)c1 (stereo not given) | 4% | -2%[57.1 µM] | i | -4% | -6% | 3 | -23%[59 µM] | 28% | -18%
CCOc1ccc(NC(=O)CN2C(=O)COc3ccc(S(=O)(=O)N4CCCCC4)cc32)cc1 | 1% | -10% | 0% | ? | -4% | 9 | 8%[59 µM] | 5% | -8%
COc1ccccc1N(CCOc1ccccc1)S(=O)(=O)c1ccccc1 | -16% | . | 1% | 22% | 0% | -2 | . | 59%[activator][57 µM] | -22%
CCN(CC)S(=O)(=O)c1ccc(OC)c(NC(=O)c2cc(C)on2)c1 | 1% | 6% | -6% | -5% | -15% | 2 | 11% | 12% | -5%
CCOC(=O)C1=C(C)C(c2ccccc2)NC(=S)N1 (stereo not given) | 1% | -4% | 1% | -3% | 29% | -3 | . | 32%[activator] | -2%
O=C(COc1cc(Cl)c(Cl)cc1Cl)NCCc1ccccn1 | -1% | ? | 2% | -13% | -6% | -1 | -43% | 28% | 1%
C[C@H]1COC(=O)[C@@H](NC(=O)OCC2c3ccccc3-c3ccccc32)C/C=C\C[C@H](CC(=O)NCCO)C(=O)N1 | -1% | . | -5% | -1% | 2% | 1 | . | 60%[activator] | -15%
O=C(Nc1ccc(S(=O)(=O)Nc2ncccn2)cc1)c1cccc(Cl)c1 | 2% | 1% | 5% | 1% | 0% | 3 | 4%[59 µM] | 42%[activator] | -18%
CCCNS(=O)(=O)c1cccn1-c1ncc(C(F)(F)F)cc1Cl | 1% | 11% | 6% | 1% | 0% | 2 | 1%[59 µM] | 33% | -8%
COc1cc(N)ccc1-c1cc2ccccc2oc1=O | 9% | ? | -10% | -13% | 14% | -3 | . | 5% | -2%
Clc1ccc(Cn2ncc3c(NCc4cccnc4)ncnc32)cc1 | -6% | -5% | 0% | -8% | -19% | -3 | -4%[12.7 µM] | 39%[activator] | -20%
COc1ccc(NC(=O)c2cc(S(=O)(=O)N3CCCCC3)cn2C)cc1Cl | -2% | 4% | -8% | -20% | 14% | 0 | -6%[59 µM] | 14%[57 µM] | 0%
Cc1ccc(NC(=O)NC(=O)N(C(C)C)S(=O)(=O)c2ccc(C)cc2)cc1 | -2% | -10% | 5% | -7%[11.4 µM] | -12% | 1 | -2% | 59%[activator] | 6%
CC(NC(=O)CN(C)Cc1cccc(F)c1)c1ccccc1 (stereo not given) | -1% | -3% | -5% | 5% | -4% | 6 | 9% | 29% | -17%
Cc1ccc(-c2nn(-c3ccccc3)c3c2cnc2ccccc23)cc1C | 6% | . | 0% | -2% | 2% | -1 | 9%[59 µM] | 48%[activator] | -7%
Cc1c(NS(C)(=O)=O)c(=O)n(-c2ccccc2)n1C | -9% | 2% | -6% | 10% | 17% | 4 | -8%[12.7 µM] | 22% | -1%
NCCCCc1cn(CC(=O)N2CCNCC2)nn1 | 3% | -20% | -7% | -12% | 1% | -6 | ? | 10% | -8%
COc1ccccc1NC1=C(Cl)C(=O)OC1OC(=O)c1ccco1 (stereo not given) | 0% | 0% | i | -3% | -3% | 4 | -31% | 54%[activator] | -20%
COc1cc2c(cc1OC)C(C)N(C(=O)Cc1ccc(C(F)(F)F)cc1)CC2 (stereo not given) | 14% | -9% | -10% | -11% | -11% | 1 | ? | -35% | -15%
Cc1ccccc1-n1c(-c2csc3ccccc23)n[nH]c1=S | 0% | -38% | -7% | ? | -7% | 3 | 2µM* | 10% | -17%
CC1CCCC(C)N1/N=C/c1ccc(C(=O)O)cc1 (stereo not given) | -10% | -11% | 1% | -11% | -1% | -2 | -30% | 11% | 4%
Cc1nn(Cc2ccccc2)c(Cl)c1C(=O)OC1CCOC1=O (stereo not given) | 1% | -9% | 4% | -19%[11.4 µM] | -5% | -5 | ? | -10% | -6%
CCc1nnc2c3ccccc3nc(Nc3ccc(F)c(Cl)c3)n12 | 2% | 3% | -3% | 11% | -12% | 5 | 0%[59 µM] | 38%[activator] | -8%
COC(=O)CCCC1=CC2=C(c3ccccc3)C(=O)C(C)(OC(=O)C3CCCC3)C(=O)C2=CN1Cc1ccc(OC)cc1 (stereo not given) | -13% | ? | i | 50µM* | -2% | 3 | ? | ? | -6%
CCc1ccc(C2c3c(-c4cc(C)ccc4O)n[nH]c3C(=O)N2Cc2cccnc2)cc1 (stereo not given) | 16% | -26% | -9% | ? | 9% | -1 | 14%[59 µM] | 11% | -18%
N#Cc1c(Nc2ccccc2C(F)(F)F)s[nH]c1=O | 1% | -11% | -8% | -13% | -24% | -1 | 14µM* | 24% | -4%
CC(C)C(c1nnnn1CCc1ccccc1)N1CCC(C(N)=O)CC1 (stereo not given) | -6% | 0% | -7% | -6% | 4% | -4 | 4% | 50%[activator] | -17%
Cc1c[n+]([O-])ccc1[N+](=O)[O-] | 0% | . | i | -10% | -13% | 3 | . | 5% | -4%
FC(F)(F)c1cccc(NC(=S)Nc2ccc(Cl)c(Cl)c2)c1 | ? | 7% | -1% | 3% | 10% | 11 | . | 31% | -26%
CCNS(=O)(=O)c1ccc(NC(=O)Nc2cccc(C(F)(F)F)c2)cc1 | 2% | 3% | -10% | -14% | -11% | -5 | -5%[59 µM] | 25% | -18%
CCOc1ccccc1C(=O)Nc1ccc2nc(N3CCN(c4ncccn4)CC3)cc(C)c2c1 | 33%[activator] | . | 19% | -19% | -6% | 3 | . | 29% | 3%

Arranged by length of the SMILES (smallest number first): part of the list above.
SMILES | Pin1 inhibitor | BAZ2B inh | PGK inhibitor | JMJD2A Tudor | GLS inh | PI4K2A block | G9a inh | HP1b chromo inh | Pol eta inh
CCn1c(C)nc2cc(C(=O)OC)ccc21 | 6% | -8% | 3% | -9% | 1% | -11 | 1% | 41%[activator] | 4%
Cc1c[n+]([O-])ccc1[N+](=O)[O-] | 0% | . | i | -10% | -13% | 3 | . | 5% | -4%
N#Cc1c(Nc2ccccc2C(F)(F)F)s[nH]c1=O | 1% | -11% | -8% | -13% | -24% | -1 | 14µM* | 24% | -4%
Cc1c(NS(C)(=O)=O)c(=O)n(-c2ccccc2)n1C | -9% | 2% | -6% | 10% | 17% | 4 | -8%[12.7 µM] | 22% | -1%
Cc1ccccc1-n1c(-c2csc3ccccc23)n[nH]c1=S | 0% | -38% | -7% | ? | -7% | 3 | 2µM* | 10% | -17%
CCc1nnc2c3ccccc3nc(Nc3ccc(F)c(Cl)c3)n12 | 2% | 3% | -3% | 11% | -12% | 5 | 0%[59 µM] | 38%[activator] | -8%
CC(C)C(c1nnnn1CCc1ccccc1)N1CCC(C(N)=O)CC1 (stereo not given) | -6% | 0% | -7% | -6% | 4% | -4 | 4% | 50%[activator] | -17%
CCNS(=O)(=O)c1ccc(NC(=O)Nc2cccc(C(F)(F)F)c2)cc1 | 2% | 3% | -10% | -14% | -11% | -5 | -5%[59 µM] | 25% | -18%
Cc1ccc(NC(=O)NC(=O)N(C(C)C)S(=O)(=O)c2ccc(C)cc2)cc1 | -2% | -10% | 5% | -7%[11.4 µM] | -12% | 1 | -2% | 59%[activator] | 6%

Fetched by structure from the entries so far:
SMILES | Pin1 inhibitor | BAZ2B inh | PGK inhibitor | JMJD2A Tudor | GLS inh | PI4K2A block | G9a inh | HP1b chromo inh | Pol eta inh
COc1ccccc1NC1=C(Cl)C(=O)OC1OC(=O)c1ccco1 (stereo not given) | 0% | 0% | i | -3% | -3% | 4 | -31% | 54%[activator] | -20%
Cc1nn(Cc2ccccc2)c(Cl)c1C(=O)OC1CCOC1=O (stereo not given) | 1% | -9% | 4% | -19%[11.4 µM] | -5% | -5 | ? | -10% | -6%
